E coli Lon inh – inhibitors of E. coli Lon protease, primary screen, biochemical, fluorescence polarization; P0A9M0; actives 0.42% (n = 360,000); purified E. coli Lon protease; inhibition, % at 7.94 µM; in the data active means inhibition above about 13%, passing the limit was not always enough;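 further: 0% = enzyme with probe and DMSO and 100% = no enzyme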
FAS TE block – FAS thioesterase domain inhibitors, primary screen, biochemical, fluorescence intensity, uHTS. Fatty acid synthase (Homo sapiens), P49327. recombinant FAS-TE, OMFH fluorogenic substrate, fluorescence endpoint. inhibition, % at 15 µM. actives 0.67% (n = 360,000);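 active means compounds whose normalised, plate-corrected inhibition of enzyme fluorescence in the single-dose primary screen is 50% or more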;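 further: 0% = DMSO with enzyme and 100% = substrate without enzyme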
MT1-MMP act inh – blockers of MT1-MMP proenzyme processing, primary screen, HT1080 RFP-PRO-GFP cells, GFP/RFP fluorescence. Matrix metalloproteinase-14 (Homo sapiens), P50281. GFP/RFP ratio fluorescence, overnight; percent of plate control window, DMSO zero. GFP/RFP ratio change, % at 20 µM. actives 0.061% (n = 360,000). AID 651647, 2012;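 active means GFP/RFP ratio change of at least 30% with cell ATP level not reduced by more than half and red fluorescence within 50% of control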; further: strong numbers were not always called active
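Assay system: HT1080 RFP-PRO-GFP cells | Dosing: 20 µM single dose, 1% DMSO | Incubation: Cells overnight before dosing, compound overnight, 37 °C, 5% CO2 | Evaluation: GFP/RFP fluorescence ratio | Control set: DMSO-only wells and HT1080 RFP-L50D-GFP cell wells as references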
SKN-1 inh – suppressors of acrylamide-induced Pgst-4::GFP reporter in worms, primary screen, SKN-1 inhibitor project, whole organism, uHTS, GFP/RFP fluorescence ratio, strain VP596; C. elegans VP596 Pgst-4::GFP/RFP ratio, 24 h; inhibition, % at 21.8 µM; actives 0.49% (n = 360,000);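 active means interference check ratio from 0.5 to 1.5 plus GFP to RFP signal ratio inhibition reaching or exceeding a fixed threshold, cut at about 30% in these data, passing the limit was not always enough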; further: some compounds called inactive have numbers as strong as hits
MsrA inh – bovine MsrA enzyme inhibitors, primary screen, biochemical, absorbance, HTS; purified bovine MsrA, absorbance read-out; Methionine sulfoxide reductase A (Bos taurus); actives 0.75% (n = 360,000); AID 651718, 2012; inhibition, % at 15.5 µM; in the data active means inhibition above about 4.5%;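 further: 0% = vehicle wells with enzyme and 100% = reference inhibitor wells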
Rin1-Abl PPI inh – inhibitors of Rin1-Abl protein binding, primary screen, biochemical, TR-FRET. inhibition, % at 7.35 µM. AID 588664, 2011. actives 0.4% (n = 360,000). Tyrosine-protein kinase ABL1 (Homo sapiens) + Ras and Rab interactor 1 (Homo sapiens), …; in the data active means inhibition above about 5%, passing the limit was not always enough
MsrA act – bovine MsrA enzyme activators, primary screen, biochemical, absorbance, HTS | Methionine sulfoxide reductase A (Bos taurus) | purified bovine MsrA, absorbance read-out | activation, % at 10.6 µM | actives 0.3% (n = 360,000) | AID 602163, 2012; in the data active means activation above about 7.5%;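 further: 0% = vehicle and 100% = reference activator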
Neddylation inh – inhibitors of cullin neddylation, primary screen, biochemical, TR-FRET, uHTS, NAE and Ubc12 | NEDD8-conjugating enzyme Ubc12 (Homo sapiens) + NEDD8-activating enzyme E1 regulatory … | AID 651699, 2012 | actives 0.58% (n = 360,000) | calls only at 25 µM; in the data active means inhibition above about 36%
CendR NRP1 mod – modulators of CendR peptide binding to NRP-1, primary screen, biochemical, fluorescence polarization, uHTS; actives 0.85% (n = 360,000); FAM-RPARPAR peptide binding to NRP-1; AID 602438, 2012; Neuropilin-1 (Homo sapiens), O14786; inhibition, % at 25 µM;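 active means inhibition or corrected inhibition above about 18%, plus a signal ratio from 0.5 to 1.5, limit read from the data, passing the limit was not always enough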; further: strong numbers were not always called active
Numbers without * were called inactive; i = inactive; . = no result given; + = active, no number.

Value order: E coli Lon inh	FAS TE block	MT1-MMP act inh	SKN-1 inh	MsrA inh	Rin1-Abl PPI inh	MsrA act	Neddylation inh	CendR NRP1 mod
CCOC(=O)C1CCN(Cc2nc3ccc(Cl)cc3n2CCO)CC1
  3	-6	0	-2	-1.1	0	1	i	7
COc1ccccc1NC(=O)c1cc(S(=O)(=O)N2CCCC2)cn1C
  -4	-3	-5	-7	-0.1	-2	-3	i	-4
S=C(NC1CCCCC1)N1CCn2cccc2C1c1cccnc1 (configuration not stated)
  -3	0	2	4	-0.4	6	-5	i	-2
CC(C)n1cc(CN2CCC(Oc3ccc(C(=O)N4CCCCC4)cc3)CC2)cn1
  6	-4	2	2	-2.1	-1	-6	i	1
CC(C)OC(=O)c1ccc(COC(=O)CNC(=O)c2ccco2)cc1
  -5	-4	0	2	-0.4	3	-3	i	9
COc1ccc(C(=O)Nc2ccc3c(c2)nc(CCNC(C)=O)n3C)cc1
  -10	-3	2	-5	-1.3	-1	5	i	1
COc1ccc(NC(=O)c2cc3ccccc3oc2=O)cc1
  -15	-7	3	17	-0.1	0	-4	i	-8
O=C(Cc1c(O)c2ccccc2[nH]c1=O)NC1CCCCCC1
  3	-7	-4	16	-0.8	0	0	i	11
Cc1cccc(CC2(O)C(=O)Nc3ccccc32)n1 (configuration not stated)
  4	-6	1	9	0.0	1	-7	i	8
O=C(CSc1nnc(CNc2ccc(F)cc2)n1Cc1ccco1)N1CCOCC1
  6	-4	-3	0	1.0	-1	-1	i	3
COc1ccc(CC(=O)NCc2nnc(SCc3ccc(C)cc3)n2C)cc1
  2	-6	2	2	0.0	-4	-5	i	11
O=C(Nc1ccccc1Cl)Nc1cccc2cccnc12
  0	21	0	15	0.2	1	-6	i	1
Cc1ccc(C(=O)N/C(=C\c2ccc(-c3ccccc3[N+](=O)[O-])o2)C(=O)NCCCN2CCOCC2)cc1
  7	-3	-2	-2	0.6	5	4	i	26*
CCOC(=O)c1c(NC(=O)CCN2CCOCC2)sc2c1CC(C)(C)OC2
  -1	-4	-1	1	1.1	-5	-3	i	4
OCCC1CN(C/C(Cl)=C/c2ccccc2)CCN1C1CCCC1 (configuration not stated)
  -9	-4	3	11	0.1	2	-10	i	0
N#Cc1nnn(-c2cc(Cl)cc(Cl)c2)c1N
  1	-6	2	-6	-0.5	0	-3	i	-6
COc1cccc(C(=O)NNC(=O)C(=O)Nc2ccc(C)cc2)c1
  -5	-6	8	-6	0.1	2	-3	i	7
COc1c(C(=O)NNC(=O)c2ccccc2Cl)csc1Br
  -3	-5	3	8	1.5	1	-1	i	1
CC(=O)Nc1ccccc1-c1nnn(CC(=O)Nc2ccc3c(c2)OCCO3)n1
  -2	-1	0	4	-1.6	3	-6	i	-1
C#CCOCCOCCOCCNc1nc(N2CCN(C(=O)[C@H](CCCCN)n3cc(CN)nn3)CC2)nc(N2CCN(C(=O)[C@H](CCC(=O)O)n3cc([C@@H](N)CCCCN)nn3)CC2)n1
  -3	-5	0	12	1.2	-1	-1	i	0

Reformatted: 2 of the compounds above
> N#Cc1nnn(-c2cc(Cl)cc(Cl)c2)c1N
  E coli Lon inh = 1; FAS TE block = -6; MT1-MMP act inh = 2; SKN-1 inh = -6; MsrA inh = -0.5; Rin1-Abl PPI inh = 0; MsrA act = -3; Neddylation inh = i; CendR NRP1 mod = -6
> COc1cccc(C(=O)NNC(=O)C(=O)Nc2ccc(C)cc2)c1
  E coli Lon inh = -5; FAS TE block = -6; MT1-MMP act inh = 8; SKN-1 inh = -6; MsrA inh = 0.1; Rin1-Abl PPI inh = 2; MsrA act = -3; Neddylation inh = i; CendR NRP1 mod = 7

(next part)
Value order: E coli Lon inh	FAS TE block	MT1-MMP act inh	SKN-1 inh	MsrA inh	Rin1-Abl PPI inh	MsrA act	Neddylation inh	CendR NRP1 mod
COC(=O)Cc1c(C)c2ccc(OCC(=O)N(C)C3CCS(=O)(=O)C3)cc2oc1=O (configuration not stated)
  2	-4	0	-7	1.7	2	-9	.	-4
C[C@@H]1CN([C@@H](C)CO)C(=O)c2cccc(NC(=O)C3CCOCC3)c2O[C@H]1CN(C)S(=O)(=O)c1ccc(Cl)cc1
  5	-7	-1	1	-0.9	2	-1	i	-6
O=C(CN1C(=O)S/C(=C\c2ccccc2Cl)C1=O)NCCCn1ccnc1
  3	10	0	-2	0.4	2	-3	i	17
O=C(CCN1CCN(c2ccccc2)CC1)N/N=C/c1ccc(O)c(O)c1O
  3	-9	-2	5	0.1	19*	-13	i	17
COc1ccccc1N1CCN(C(=O)C(NS(=O)(=O)c2cccs2)c2ccccc2)CC1 (configuration not stated)
  -2	11	-1	2	-0.1	-2	-11	i	-8
COc1ccc(-c2cc(CNc3nc(NCc4ccccc4OC)nc4ccsc34)on2)cc1
  0	14	-12	-3	1.8	-1	-2	i	7
COc1ccc(OC)c(C(=O)N/N=C/c2ccccn2)c1
  -6	-5	-2	-14	3.0	0	-3	i	-19
O=S(=O)(Nc1cccc(-n2cnnn2)c1)c1cccc(Cl)c1
  1	10	2	5	0.3	1	-3	i	11
COc1ccc(N(CC(=O)NCCSCc2ccccc2Cl)S(C)(=O)=O)cc1Cl
  -14	13	3	8	0.9	-1	0	i	-11
CCOC(=O)c1cn2nc(Oc3cccc(F)c3)ccc2n1
  0	-6	-1	-2	-0.6	-3	-8	+	3
CC1(C(=O)NS(=O)(=O)c2cccc(OC(F)F)c2)CCN1C(=O)COc1ccc(Cl)cc1 (configuration not stated)
  0	-7	-2	12	-0.6	5	-7	i	-5
CN(Cc1nc2ccccc2c(=O)[nH]1)C(=O)c1cccc(NC(=O)c2cccs2)c1
  0	-3	3	5	-0.6	5	-1	i	11
COc1ccc2nc(N3C(=O)/C(=C/c4ccc(Cl)cc4)NC3=S)sc2c1
  -115	15	-43	24	-0.5	4	-3	i	-117
CN(C)C(=O)c1ccc(NC(=O)c2cccc(-n3cnnn3)c2)cc1
  -9	-7	-2	-6	-0.5	3	-9	i	-11
Cn1nc(C(=O)OCC(=O)Nc2ccc(SC(F)F)cc2)c2ccccc2c1=O
  8	26	2	18	0.3	2	-1	i	7
O=C(c1cccc2c1-c1ccccc1/C2=N/O)N1CCCCC1
  -5	-22	-7	-2	0.9	-3	-2	i	-1
O=C(O)c1ccc(N2C(=O)CSC2c2cccc([N+](=O)[O-])c2)cc1 (configuration not stated)
  1	-8	1	8	0.2	1	-5	i	21
O=C(CSc1nnc(COc2ccc(Cl)cc2)o1)N1c2ccccc2CCc2ccccc21
  3	26	-15	-4	0.2	-1	-6	i	-1
NS(=O)(=O)c1ccc(NC(=O)c2cc(-c3cccs3)nc3ccccc23)cc1
  3	-3	-10	-3	1.6	-5	-3	.	-32
Cc1ccc(NC(C)c2cc(Cl)ccc2O)cc1 (configuration not stated)
  -5	17	7	13	0.5	-8	-1	i	-7
O=C(CCc1nc(-c2ccccc2Cl)no1)NCC1CCCO1 (configuration not stated)
  -8	-2	1	3	0.5	-3	-2	i	-11
CCn1cc(Br)c(C(=O)Nc2ccc(F)c(Cl)c2)n1
  2	10	-3	-14	0.7	3	1	i	5
CCOC(=O)COc1ccc2c(c1)C(=O)CC(C)(C)O2
  -6	-8	-1	-7	1.3	-1	-3	.	-4
COc1ccc(NC(=O)CN2CCN(CC(=O)Nc3ccccc3F)CC2)cc1OC
  -6	-5	10	-14	-1.4	2	-8	i	8
N=c1sccn1CC(=O)Nc1cccc(S(=O)(=O)N2CCCCCC2)c1
  -1	-29	0	-4	-0.5	1	-2	i	-1
O=C(Nc1ccccc1)N1CCOCC1
  5	-8	5	-11	-0.1	2	-8	i	3
O=C(OCC(=O)N1CCN(S(=O)(=O)c2ccc(Cl)cc2)CC1)C1CCC1
  -7	-6	1	13	0.5	0	-2	i	9
CC(=O)Nc1cc[n+](C(C)C(=O)c2ccc(Br)cc2)cc1 (configuration not stated)
  -9	-9	7	-13	0.7	0	-5	i	0
O=C(CSc1nnc(C2CC2)n1C1CC1)c1cc(F)ccc1F
  2	-3	0	5	-0.6	-1	-6	i	6
CC(/C=C1\SC(=S)N(CCC(=O)Nc2cccc(C(=O)O)c2)C1=O)=C\c1ccccc1
  -41	37	1	12	-1.9	3	-5	i	-162
CCOC(=O)CSc1ncc(-c2ccccc2)cn1
  8	2	6	1	-0.2	-2	-3	i	6
O=C(Nn1cnnc1)c1ccc(Br)s1
  -16	-13	7	13	0.8	-6	-2	i	-5
COc1cccc(C2CC(c3cccs3)=NN2S(C)(=O)=O)c1 (configuration not stated)
  -9	-8	-5	-3	2.2	2	-3	i	-22
COc1ccc(OCC(=O)N/N=C(\C)CC(=O)Nc2ccc(OC)cc2[N+](=O)[O-])cc1
  6	-7	0	6	-0.6	-1	-2	i	8
C=C(C)CNC(=S)NNC(=O)c1ccco1
  -10	-10	3	4	-1.2	2	4	i	9
S=C(NCc1ccc(Cl)cc1)NCc1ccccn1
  -3	-8	5	4	0.4	4	-6	i	5
Cc1ccc(Nc2nc(N)c([N+](=O)[O-])c(N3CCCC(C)C3)n2)cc1C (configuration not stated)
  6	29	-2	7	-1.1	-2	-6	i	21
N/C(=N\OC(=O)c1ccc([N+](=O)[O-])cc1)c1ccccn1
  6	-2	2	-8	0.1	1	-14	i	1
O=C(NCCCN1CCOCC1)c1onc(CSc2ccncc2)c1C(=O)NCCCN1CCOCC1
  6	-16	1	-1	0.4	0	-7	i	15
Cc1ccc(C(=O)c2nocc2C(=O)c2cccs2)cc1
  11	8	-6	-20	-0.3	3	-8	i	5
O=C1CC2(CCN1)CCN(Cc1ccccc1)CC2
  -9	-5	1	2	0.1	3	0	i	-8
COc1ccc(S(=O)(=O)NNC(=O)c2ccc([N+](=O)[O-])cc2)cc1
  -10	28	.	-2	-0.2	3	-1	i	0
O=C(NCCc1nc2ccccc2[nH]1)/C(=C/c1ccco1)NC(=O)c1ccc(Br)cc1
  -5	-3	0	7	0.7	-1	-2	i	5
S=C(NCCN1CCCCC1)Nc1ccc(Br)cc1
  -5	0	5	16	-0.9	-1	-1	i	11
CCc1ccc(CNC(=O)CN2C(=O)COc3ccccc32)cc1
  -5	3	0	10	1.3	1	0	i	1
CCOc1ccc2ccccc2c1CNCCc1ccc(S(N)(=O)=O)cc1
  -8	-3	-1	0	-0.6	-3	-5	i	3
C[C@H](CO)N1C[C@H](C)[C@@H](CN(C)S(=O)(=O)c2cccs2)Oc2c(NC(=O)NC3CCCCC3)cccc2C1=O
  -2	7	4	-3	0.3	3	-2	i	20
CCOC(=O)C(NS(=O)(=O)c1ccc(C)cc1)(C(F)(F)F)P(=O)(OCC(C)C)OCC(C)C (configuration not stated)
  16	-7	-4	2	0.7	-2	-9	i	-23
CCS(=O)(=O)N1CCC(C(=O)NCC2CCCO2)CC1 (configuration not stated)
  -3	-7	2	0	1.0	4	-4	i	2
OC1CSc2nc3ccccc3n2C1 (configuration not stated)
  -4	-10	3	10	1.0	2	-1	i	-2
CCn1c(SCC(=O)NNC(=O)c2ccc(C)cc2)nnc1C(C)C
  0	-5	2	-1	0.3	0	-2	i	15
CC(=O)Nc1ccc(S(=O)(=O)N(C)c2ccc(OCC(=O)OCC(=O)NCc3ccco3)cc2)cc1
  -3	1	-3	-5	-0.7	-1	-2	i	4

Compound activity: PubChem BioAssay, several laboratories
